Screening data: PubChem BioAssay, several laboratories
UGM FP inh = blocks M. tuberculosis UGM enzyme. P9WIQ1. purified UGM, fluorescence polarization probe displacement. AID 504406. 0.06% of 320,000 active. inhibition, % at 10 µM; in the data active means inhibition above about 10%, passing the limit was not always enough; inconclusive means no clear call, values can overlap the other calls
Anthrax LF inh2 = inhibitors of Bacillus anthracis lethal factor protease. P15917. multiplex microsphere protease cleavage assay, LF. inhibition, % at 10 µM. 0.12% of 360,000 active; further: plate controls were buffer without enzyme for full effect and enzyme alone for no effect
Target sequence (P15917 whole entry, looked up): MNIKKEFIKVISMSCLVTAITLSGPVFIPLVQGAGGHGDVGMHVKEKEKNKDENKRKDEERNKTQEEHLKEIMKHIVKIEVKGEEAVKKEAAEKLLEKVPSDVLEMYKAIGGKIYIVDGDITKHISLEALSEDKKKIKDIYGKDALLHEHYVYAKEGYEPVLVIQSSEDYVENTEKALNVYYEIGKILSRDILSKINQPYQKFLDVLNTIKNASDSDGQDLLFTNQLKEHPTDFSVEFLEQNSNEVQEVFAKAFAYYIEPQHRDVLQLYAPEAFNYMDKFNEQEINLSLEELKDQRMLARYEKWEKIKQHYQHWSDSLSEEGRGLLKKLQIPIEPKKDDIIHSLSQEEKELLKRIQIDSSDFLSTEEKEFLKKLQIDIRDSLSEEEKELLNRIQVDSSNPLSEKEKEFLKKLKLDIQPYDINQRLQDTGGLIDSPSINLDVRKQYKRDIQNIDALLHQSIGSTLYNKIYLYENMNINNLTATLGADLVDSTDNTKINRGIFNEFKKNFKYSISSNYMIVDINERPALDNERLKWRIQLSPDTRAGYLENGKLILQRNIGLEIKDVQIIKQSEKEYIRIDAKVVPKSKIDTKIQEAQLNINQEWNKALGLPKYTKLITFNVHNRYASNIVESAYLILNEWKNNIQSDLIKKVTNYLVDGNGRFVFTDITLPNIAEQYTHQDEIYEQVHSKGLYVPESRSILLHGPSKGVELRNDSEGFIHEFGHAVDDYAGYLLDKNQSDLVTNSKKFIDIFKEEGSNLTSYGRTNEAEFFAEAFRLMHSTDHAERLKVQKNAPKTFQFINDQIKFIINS
FadD28 binding = M. tuberculosis FadD28 bisubstrate binding inhibition; FadD28 bisubstrate probe binding, fluorescence polarization; inhibition, % at 12.5 µM; 0.22% of 360,000 active; in the data active means inhibition above about 8.5%, passing the limit was not always enough; inconclusive means no clear call, values can overlap the other calls
GDH-TPI inh = counter-screen for M. tuberculosis FBA inhibitors: GDH-TPI coupled enzymes. GDH-TPI coupled enzyme counterscreen, NADH absorbance. inhibition, % at 4.8 µM. AID 588335. 1.2% of 360,000 active; in the data active means inhibition above about 30%;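 further: 0% = DMSO wells and 100% = wells lacking the enzyme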
FBA Mtb inh = inhibitors of M. tuberculosis fructose-bisphosphate aldolase. purified M. tuberculosis FBA, fluorescence read-out. inhibition, % at 1 µM. 2.3% of 360,000 active; in the data active means inhibition above about 27%;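 further: 0% = vehicle and 100% = reference inhibitor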
BoNT F protease = blocks Botulinum neurotoxin F light chain protease; Multiplex microsphere protease cleavage assay, flow cytometry; inhibition, % at 10 µM; 0.22% of 360,000 active; AID 588497; in the data active means inhibition above about 35%, passing the limit was not always enough; inconclusive means no clear call, values can overlap the other calls; further: plate controls were buffer without enzyme for full effect and enzyme alone for no effect
BoNT-A LC inh2 = BoNT A light chain protease inhibition. multiplex microsphere protease substrate cleavage, flow cytometry. inhibition, % at 10 µM. 0.17% of 360,000 active. AID 588499; further: plate controls were buffer without enzyme for full effect and enzyme alone for no effect
PfHsp40 yeast = compounds rescuing yeast from Plasmodium falciparum HSP40 toxicity | 0.68% of 340,000 active | growth rescue, % at 12.5 µM | AID 504582 | S. cerevisiae expressing PfHsp40, growth rescue, ATP luminescence; in the data active means growth rescue above about 28%, passing the limit was not always enough; inconclusive means no clear call, values can overlap the other calls;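 further: yeast W303a lacking pdr1 and pdr3 grown in galactose medium; growth measured after three days at 30 °C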
Mtb BioA inh = BioA (M. tuberculosis) enzyme inhibition; purified M. tuberculosis BioA enzyme, plate reader; inhibition, % at 9.99 µM; 0.096% of 360,000 active; in the data active means inhibition above about 40%; inconclusive means no clear call, values can overlap the other calls
* hit, by the source's call; ? = inconclusive; . = not tested or not shown; + = active, no number. Unless noted, no stated cut-off is given here; in the data, active means inhibition above about 30%; inconclusive means no clear call, values can overlap the other calls; inactive means below that.

SMILES	UGM FP inh	Anthrax LF inh2	FadD28 binding	GDH-TPI inh	FBA Mtb inh	BoNT F protease	BoNT-A LC inh2	PfHsp40 yeast	Mtb BioA inh
COc1ccc(OC)c(-c2csc(NC(=O)C3CSC4(C)CCC(=O)N34)n2)c1 (configuration not stated)	-2.0	0	-2.6	1	3	2	-0.6	1.4	0.2
COC(=O)C1=C(C(=O)OC)[C@@H]2N(Cc3ccccc3)c3ccccc3[C@@]23C[C@@H](C(=O)OC)N(C(=O)CC(C)C)C3=N1	0.3	-6	-0.3	3	-1	-7	0.0	-0.3	-2.1
CC(=O)O[C@@H]1/C=C/[C@](C)(O)C[C@@H](C)C/C=C/[C@H]2[C@@H]3O[C@]3(C)[C@@H](C)[C@H]3[C@H](Cc4ccccc4)NC(=O)[C@@]312	-0.9	-5	-0.3	0	0	4	0.3	.	1.1
COc1cc(-c2nnc(SC(C)C(=O)Nc3c(C)n(C)n(-c4ccccc4)c3=O)o2)cc(OC)c1OC (configuration not stated)	0.0	-5	-3.8	-7	-1	-1	0.1	0.3	.
CC1(OC(=O)C2CCCC2)C(=O)C=C2C=C(c3ccsc3)N(c3ccccc3)C=C2C1=O (configuration not stated)	1.8	-6	-1.0	4	-3	-14	2.3	-0.6	-0.9
COC(=O)c1ccccc1NC(=O)N1CCN(c2ccc(F)cc2)CC1	-0.2	-2	-1.4	-3	0	-4	-0.2	19	6.8
CCNc1nc(Cl)nc(NC(C)C)n1	3.3	0	-2.0	-3	-2	-1	-0.3	-1.5	.
COCCCNC(=O)c1c(N)n(/N=C/c2cccnc2)c2nc3ccccc3nc12	-0.5	0	-2.0	9	-6	3	-0.4	0.2	-1.1
Cc1ccc(OCc2cc(C(=O)NCc3cc(F)ccc3C)no2)cn1	.	1	-2.5	-3	-6	4	0.8	2.3	-0.5
O=C(COC(=O)c1nc(Cl)ccc1Cl)c1ccccc1Cl	-0.7	?	-3.3	7	0	?	?	1.0	-2.5
CCCCOc1ccc(C2C(C(=O)c3ccc(C)o3)=C(O)C(=O)N2Cc2ccco2)cc1 (configuration not stated)	-1.6	2	1.5	4	1	0	3.2	1.2	1.0
NC(COCc1ccccc1)c1csc(Nc2ccc(C(=O)NCCO)cc2)n1 (configuration not stated)	.	3	-3.8	17	3	-9	-0.2	.	-0.3
CCc1nc2ccccc2c(C(=O)OCC(=O)N2CC(C)OC(C)C2)c1C (configuration not stated)	-0.2	.	-2.3	-4	4	.	.	1.9	-1.1
Cc1nc2cc(NC(=O)NCc3ccc4c(c3)OCO4)ccc2o1	1.9	-2	0.4	7	-3	-8	-0.9	0.0	-2.5
COc1ccc(OC)c(S(=O)(=O)N/N=C\c2cn(CC(N)=O)c3ccccc23)c1	-2.2	.	-1.9	10	1	.	.	-0.6	-0.1
O=C(c1n[nH]c2ccccc12)N1CCN(c2ccc(F)cc2)CC1	-1.3	-4	-0.5	1	0	-2	-0.6	-1.1	-1.7
COc1ccc(N2CCN(C3CCCN(S(=O)(=O)c4ccc(C)cc4C)C3)CC2)cc1 (configuration not stated)	-1.0	-2	-0.8	10	0	0	0.0	-0.8	-4.8
Oc1ccc(Br)cc1/C=N/n1c(COc2ccccc2)n[nH]c1=S	0.9	6	-0.6	11	1	12	-5.2	-3.3	2.1
Fc1cc(F)c(F)c(SCn2cc(Br)cn2)c1F	.	?	1.2	2	3	?	?	0.2	.
COc1ccc(C)cc1NC(=O)COC(=O)CCC(=O)c1cccs1	1.3	2	-3.4	2	-3	-2	1.3	1.9	-0.1
CC1(C)Oc2ccc3ccc(=O)oc3c2/C(=C/NCCO)C1=O	3.2	2	-1.8	21	2	4	0.3	-0.1	0.4
Clc1ccc(Oc2nc(Oc3ccc(Cl)cc3)nc(N3CCOCC3)n2)cc1	1.6	-4	-1.1	3	3	-10	-1.3	0.5	.
Cc1noc(C(=O)NCc2ccc(F)cc2)c1Cl	-2.3	-8	-1.8	10	6	-3	-0.6	0.6	0.7
COc1ccc(CCNC2=CC(=O)CC(C)(C)C2)cc1	-0.6	-6	-2.3	5	1	?	-4.2	0.6	.
Cc1c(Cl)cccc1NC(=O)COC(=O)c1c2c(nc3ccccc13)CCN(Cc1ccccc1)C2	-0.4	1	-3.1	10	1	-9	1.7	2.0	.
COc1ccccc1OCCOc1ccc(/C=C2/C(=N)N3OC(C)=CC3=NC2=O)cc1OC	-0.1	3	-3.8	3	-2	17	0.5	0.7	-2.2
Cc1[nH]cnc1CSCCN	-0.6	1	-3.3	7	-1	-25	0.1	1.3	-3.2
C=CCN1C(=O)/C(=C2/Sc3ccc(OC)cc3N2CC)SC1=S	2.7	18	-1.0	-5	-4	?	-1.2	-1.2	-2.1
O=C(NNC(=O)c1ccccn1)c1ccc(OC(F)F)cc1	-0.1	5	-1.6	0	-2	0	1.8	-2.6	-0.3
CCN(CC)Cc1c(C(=O)N/N=C/c2ccco2)nnn1-c1nonc1N	-2.4	.	-1.9	19	2	.	.	0.1	0.6
Cc1ccc(S(=O)(=O)CCSC(=N)N)cc1	4.1	-1	-2.0	-3	1	-12	-0.8	0.0	0.2
Cc1[nH]n(-c2ccc(F)cc2)c(=O)c1C=Nc1ccc(S(=O)(=O)N(C)C)cc1	-2.5	1	-3.9	-1	2	3	0.6	1.6	-2.4
Cc1ccc(S(=O)(=O)Nc2cc(=O)[nH]c(SCC(=O)Nc3ccccc3C(F)(F)F)n2)cc1	-2.6	1	0.7	1	0	-12	-1.5	-1.0	-2.0
CCC12C(=O)C(CC)(C(c3ccccc3)=C1c1ccccc1)[C@@H]1C(=O)N(c3ccccc3)C(=O)C12 (some centres not stated)	-1.7	2	1.2	14	1	1	-0.1	0.2	-1.7
CCn1nc(C(=O)OC2CCOC2=O)c2ccccc2c1=O (configuration not stated)	-1.4	1	0.0	2	3	15	0.5	1.7	1.6
CC(NC(=O)[C@H](C)NC(=O)C1CC(=O)N(c2ccc3c(c2)OCO3)C1)c1ccccc1 (some centres not stated)	0.4	-2	-0.9	1	4	-10	-2.6	0.5	.
Cn1cc(Cl)cc(C(=O)Nc2ccccc2)c1=O	-0.7	-3	1.5	26	2	-3	-2.6	-0.7	0.3
COCCCNc1oc(-c2ccccc2OC)nc1C#N	-0.7	4	-0.6	40*	+	1	0.5	1.1	-0.2
O=C(NNc1ccc([N+](=O)[O-])cc1)Nc1ccccc1	-0.8	12	-1.6	13	-1	?	0.1	-0.2	1.0
O=C1C2C3C=CC(CNS(=O)(=O)c4ccccc4)(O3)C2C(=O)N1c1ccc(Cl)cc1 (configuration not stated)	4.9	0	-1.0	0	1	-6	-0.5	1.0	.
CCOC(=O)N1CCN(S(=O)(=O)c2ccc(C)cc2)CC1	3.2	-10	0.1	2	1	?	-8.3	-0.8	-3.8
C#CC1(NC(=S)Nc2cccc(OC)c2)CCCCC1	.	2	-3.7	-10	2	2	0.1	.	.
Cc1c(C(=O)NC(=S)Nc2ccccc2N2CCCC2)cccc1[N+](=O)[O-]	0.4	-4	-0.3	12	0	-9	0.8	3.4	.
C/C(=N\O)c1cc(Cl)ccc1O	-0.9	-4	0.5	-4	3	-1	-0.3	0.3	-1.8
CCCCOCCCNC(=O)C1CCCCC1	-4.9	-5	-0.5	-3	0	-2	-0.5	-0.5	-0.1

Reformatted: results already given
Every second line gives: UGM FP inh	Anthrax LF inh2	FadD28 binding	GDH-TPI inh	FBA Mtb inh	BoNT F protease	BoNT-A LC inh2	PfHsp40 yeast	Mtb BioA inh
- COCCCNc1oc(-c2ccccc2OC)nc1C#N
 : -0.7	4	-0.6	40*	+	1	0.5	1.1	-0.2
- Cc1ccc(S(=O)(=O)CCSC(=N)N)cc1
 : 4.1	-1	-2.0	-3	1	-12	-0.8	0.0	0.2

Additional results.
SMILES	UGM FP inh	Anthrax LF inh2	FadD28 binding	GDH-TPI inh	FBA Mtb inh	BoNT F protease	BoNT-A LC inh2	PfHsp40 yeast	Mtb BioA inh
CC(=O)COc1ccc2c(C)c(-c3ccccc3)c(=O)oc2c1	-0.8	-1	0.4	9	8	-6	-0.4	0.5	.
COc1ccc(N2CC(C(=O)N3CCN(c4ccccc4OC)CC3)CC2=O)cc1 (configuration not stated)	0.9	-1	-3.6	-4	0	14	0.7	-1.5	0.8
O=C(COc1ccccc1)NCC(c1ccco1)N1CCN(c2ccc(F)cc2)CC1 (configuration not stated)	-0.6	11	-2.2	-9	2	?	9.3	-1.6	0.0
COc1ccc(S(=O)(=O)NCCSc2ccc(C)cc2)cc1OC	2.8	-8	-3.2	18	4	7	1.3	-1.4	0.0
CCCOC(=O)c1ccc(NC(=O)c2cnccn2)cc1	2.0	-2	-1.3	11	3	0	-0.5	1.2	.
COC(=O)CSc1nnc(CNC(=O)c2ccc(S(=O)(=O)N3CCCCC3)cc2)n1C	-2.3	1	-1.3	5	2	-4	-0.8	1.1	-0.3
CCCOc1cccc(C(=O)N(Cc2ccc(OC)c(OC)c2)C2CCS(=O)(=O)C2)c1 (configuration not stated)	-3.1	-2	1.3	-1	2	-3	-0.7	-0.4	2.0
Cc1cccc(NC(=O)c2cc(S(=O)(=O)N3CCCC3)cn2C)c1	3.2	-1	-1.0	4	0	-1	0.1	-1.2	-1.5
Cc1ccc2cc(C#N)c(N3CCCN(C(=S)NCCCN(C)C)CC3)nc2c1	0.7	-10	-2.3	2	10	?	9.5	-0.5	0.7
O=C(NCc1ccccc1)c1ccc(CN2CCOCC2)cc1	-2.2	-4	-1.7	5	2	-9	-0.4	-0.2	-1.3
Cc1cc(NC(=O)Nc2cccc(C(F)(F)F)c2)n(C)n1	-0.4	-2	-5.2	1	1	0	-0.2	-0.9	.
COc1ccccc1-c1cc(C(=O)NC(C)c2ccccc2)no1 (configuration not stated)	0.5	-8	-2.4	6	3	1	-0.9	-0.1	-2.3
Cc1ccc(NC(=O)c2ccco2)c(NC(=O)c2ccccc2C)c1	0.8	-3	0.2	-3	-4	15	-1.1	-0.6	-1.8
NC(COCc1ccccc1)c1csc(Nc2ccc(C(F)(F)F)cn2)n1 (configuration not stated)	.	-3	-8.1	-7	-1	-15	-0.2	.	0.0
O=C(NC(=S)Nc1ccccc1F)C1CCCCC1	-0.2	-1	-1.8	-7	-5	-2	-2.2	16	-1.1
CC(Cc1ccccc1)=NNS(=O)(=O)c1ccc([N+](=O)[O-])cc1	.	-6	-2.0	7	0	-1	0.4	-0.1	.
CC[C@]12c3[nH]c4ccc(OC)cc4c3CCN1C(=O)C(CC(=O)NCC13CC4CC(CC(C4)C1)C3)C[C@@H]2C(=O)N1CCN(C(=O)c2ccco2)CC1 (some centres not stated)	.	8	0.7	16	4	-3	-0.2	4.5	4.7
COc1ccc(Nc2nnc(SCc3cn4c(C)cccc4n3)s2)cc1	-0.3	-1	-3.0	6	4	-5	-1.1	0.9	1.2
O=c1cc(COc2ccc(Cl)c(Cl)c2)nc2sccn12	2.6	-3	-1.1	1	-1	-14	-0.8	0.0	-0.4
Cc1ccc(-c2c(CC(=O)O)c(C)nc3sc4c(c23)CCCC4)cc1	2.1	-11	-4.4	-1	0	-2	0.1	5.2	.
CCc1ccc(NC(=O)C2CC(=O)N(C(C)C)C2)cc1 (configuration not stated)	1.1	1	-2.8	-2	0	12	-0.5	0.0	-0.9
O=C(CSc1nnnn1-c1cccc(F)c1)NC1CCCCC1	1.3	2	-0.3	7	1	4	-0.4	-1.0	-9.8
CCOc1ccc(NC(=O)CC2C(=O)N(C)C(=S)N2Cc2ccc3c(c2)OCO3)cc1 (configuration not stated)	-1.0	-9	-2.3	0	-1	6	-0.3	-0.6	7.4
Cc1nn(C)cc1CNC(=O)C1CCC(=O)N(CC2CCCCC2)C1 (configuration not stated)	-4.4	-3	-1.6	9	7	3	1.0	0.5	-0.9

Results in FBA Mtb inh (two entries from above):
SMILES	FBA Mtb inh
CCOc1ccc(NC(=O)CC2C(=O)N(C)C(=S)N2Cc2ccc3c(c2)OCO3)cc1 (configuration not stated)	-1
Cc1nn(C)cc1CNC(=O)C1CCC(=O)N(CC2CCCCC2)C1 (configuration not stated)	7
